Compound activity deposited in PubChem BioAssay by National Center for Advancing Translational Sciences (NCATS).
DT40 TDP1 no CPT = qHTS for Inhibitors of human tyrosyl-DNA phosphodiesterase 1 (TDP1): qHTS in cells in absence of CPT. Potency, µM (highest dose often 46.2 µM), without a hit: at the top dose activity change, negative = growth inhibition, hits mostly inhibitors. 15% of 420,000 active. DT40 Tdp1-/- hTDP1 cells, no CPT, ATP luminescence, 48 h; note: nearly all actives have a fitted effect of over 55% in size
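Growth kinetics read by CellTiter-Glo luminescence after ≥48 hr at 37 °C. Cells: DT40 Tdp1-/- stably carrying human TDP1, 400 per well, compound exposure in the absence of CPT (DMSO vehicle).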
TDP1 cell CPT = DT40-hTDP1 cell growth loss with CPT; chicken DT40 Tdp1-/-;hTDP1 cells + 20 nM CPT, ATP luminescence, 48 h; Potency, µM (doses to about 46.2 µM), without a hit: at the top dose activity change, negative = growth inhibition, actives largely listed as inhibitors; 12% of 420,000 active; AID 686979; note: nearly all actives have a fitted effect of over 55% in size
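Chicken DT40 Tdp1-/- cells stably complemented with human TDP1 were seeded at 400 cells/well in medium containing 20 nM camptothecin, exposed to pin-transferred compounds, and grown at 37 °C for at least 48 hr. Viability was read as ATP luminescence.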
TDP1 inh = inhibitors of human tyrosyl-DNA phosphodiesterase TDP1; recombinant TDP1, AlphaScreen DNA substrate cleavage; Potency, µM (highest dose often 130 µM), inactives show at the top dose activity change, negative = inhibition, actives largely listed as inhibitors; Q9NUW8; 0.28% of 350,000 active; note: nearly all actives have a fitted effect of over 40% in size
Target sequence (Q9NUW8 whole entry, looked up): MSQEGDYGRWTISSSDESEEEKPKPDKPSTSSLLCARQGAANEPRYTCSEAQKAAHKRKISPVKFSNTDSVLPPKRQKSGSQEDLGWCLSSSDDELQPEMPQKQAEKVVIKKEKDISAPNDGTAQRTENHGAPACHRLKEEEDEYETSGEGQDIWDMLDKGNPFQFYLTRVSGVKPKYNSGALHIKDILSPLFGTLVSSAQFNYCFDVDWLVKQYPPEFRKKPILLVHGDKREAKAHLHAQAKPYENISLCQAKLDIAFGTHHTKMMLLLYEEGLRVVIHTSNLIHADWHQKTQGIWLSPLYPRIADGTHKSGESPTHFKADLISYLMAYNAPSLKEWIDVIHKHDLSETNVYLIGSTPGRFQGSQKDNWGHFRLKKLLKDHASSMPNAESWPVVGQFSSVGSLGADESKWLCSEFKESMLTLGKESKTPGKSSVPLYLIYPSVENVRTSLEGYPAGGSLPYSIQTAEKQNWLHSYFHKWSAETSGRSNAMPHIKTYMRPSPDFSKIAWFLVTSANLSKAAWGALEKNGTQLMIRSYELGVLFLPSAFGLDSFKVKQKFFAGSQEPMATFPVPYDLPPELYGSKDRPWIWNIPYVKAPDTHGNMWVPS
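Tdp1 1 nM final; 15 min RT w/ cpd; substrate 15 nM, 5 min; beads 10 ug/ml, 10 min; AlphaScreen read. Neg ctrl: no enzyme.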
* = called active by the depositor; u = inconclusive; x = not tested or not shown; & = joins results of further samples; [ ] = another dose, or the depositor's remark. Calls come from the whole dose curve; as a rule, active = well fitted curve in the direction sought with a large enough effect; inconclusive = small, poorly fitted or top-dose-only effect, or another doubt; inactive = no such curve, though single readings can be large; an effect the other way counts as inactive or inconclusive. % is set by controls: 0 for no effect and ±100 for the full control effect; potency is the fitted concentration of half-maximal effect.

SMILES	DT40 TDP1 no CPT	TDP1 cell CPT	TDP1 inh
NC(=O)c1cc2c(s1)-c1cc(Cl)ccc1SC2	-28%	1%	x
CCCn1c(SCc2nc(-c3cccs3)no2)nnc1-c1ccncc1	u	-26%	0%
Cc1ccc(Nc2nc(CSc3nnnn3C)cs2)cc1	u	-20%	4%
CCc1cc(-c2ccc3c(c2)COc2c4ccccc4nn2-3)on1	u	u	x
CCOc1ccc(-c2nnc3ccc(SCC(=O)NCc4ccco4)nn23)cc1	u	-28%	0%
Cc1nnc(SCC(=O)c2ccc(Br)cc2)s1	u	-19%	6%
Cc1nc(N(C)Cc2ccccc2)c2nnn(Cc3ccccc3)c2n1	18µM*	23µM*	6%
Cc1ccccc1Nc1c(-c2ccccn2)nc2ccccn12	8.2µM*	9.2µM*	8%
O=C(c1c(F)c(F)c(F)c(F)c1F)N1CCN(c2cccc(C(F)(F)F)c2)CC1	18µM*	u	-5%
COC(=O)c1ccc(CSc2ccc(S(=O)(=O)N3CCCCC3)cn2)cc1	-5%	-1%	-3%
CCOC(=O)c1c(NC(=O)COC(=O)CCOc2ccc(OCC)cc2)sc(C(=O)N(C)C)c1C	-4%	-5%	6%
COc1ccccc1N1CCN(C2CCN(C(=O)c3cccc(F)c3)CC2)CC1	-4%	-13%	-8%
Cc1[nH]nc2c1C1(C(=O)N(Cc3ccc(Cl)cc3)c3ccccc31)C(C#N)=C(N)O2 (centres undefined)	26µM*	23µM*	6%
COc1ccccc1/C=C(\C#N)C(=O)Nc1ccc(S(N)(=O)=O)cc1	-16%	-3%	1%
Cc1ccc(N2C(=O)N(CC(=O)N(C)Cc3ccccc3)C(=O)C2C)cc1 (centres undefined)	u	-24%	0%
CC(=O)NC(N1CCCCC1)C(F)(F)C(F)(F)C(F)(F)C(F)F (centres undefined)	-8%	-9%	2%
COC(=O)[C@]1(C)N[C@H](CN(C)C(=O)c2ccc(C(C)(C)C)cc2)[C@@H]2C(=O)N(Cc3ccccc3)C(=O)[C@@H]21	u	u	1%
CCCCCNC(=O)c1cc2c(=O)n3ccccc3nc2n1C	u	u	-3%
Cc1ccc(C(=O)/C=C/Nc2ccc([N+](=O)[O-])cc2Br)cc1	u	u	2%
CCc1cc2c(SCC(=O)c3ccccc3)ncnc2s1	0%	-4%	0%
O=c1[nH]c2ccc(NS(=O)(=O)c3ccc4ccccc4c3)cc2[nH]1	u	u	5%
C=CCn1c(SCC(=O)N2CCN(c3ccccc3)CC2)nc2c([nH]c3ccccc32)c1=O	12µM*	16µM*	x
O=S(Cc1ccc(Br)cc1)Cc1nnc(SCc2ccc(Br)cc2)n1-c1ccccc1 (centres undefined)	10µM*	12µM*	8%
CCCn1c(N)c(N(CCOC)C(=O)CSc2cc(C)c3ccccc3n2)c(=O)[nH]c1=O	-1%	21%	x
CSc1ccc(CCNC(=O)CCc2nnc3ccc(N4CCCC4)nn23)cc1	u	u	x

Sorted by length of the SMILES (high to low): 13 of the compounds above.
SMILES	DT40 TDP1 no CPT	TDP1 cell CPT	TDP1 inh
COC(=O)[C@]1(C)N[C@H](CN(C)C(=O)c2ccc(C(C)(C)C)cc2)[C@@H]2C(=O)N(Cc3ccccc3)C(=O)[C@@H]21	u	u	1%
Cc1[nH]nc2c1C1(C(=O)N(Cc3ccc(Cl)cc3)c3ccccc31)C(C#N)=C(N)O2 (centres undefined)	26µM*	23µM*	6%
C=CCn1c(SCC(=O)N2CCN(c3ccccc3)CC2)nc2c([nH]c3ccccc32)c1=O	12µM*	16µM*	x
CCCn1c(N)c(N(CCOC)C(=O)CSc2cc(C)c3ccccc3n2)c(=O)[nH]c1=O	-1%	21%	x
O=C(c1c(F)c(F)c(F)c(F)c1F)N1CCN(c2cccc(C(F)(F)F)c2)CC1	18µM*	u	-5%
O=S(Cc1ccc(Br)cc1)Cc1nnc(SCc2ccc(Br)cc2)n1-c1ccccc1 (centres undefined)	10µM*	12µM*	8%
O=c1[nH]c2ccc(NS(=O)(=O)c3ccc4ccccc4c3)cc2[nH]1	u	u	5%
Cc1ccc(C(=O)/C=C/Nc2ccc([N+](=O)[O-])cc2Br)cc1	u	u	2%
CCc1cc(-c2ccc3c(c2)COc2c4ccccc4nn2-3)on1	u	u	x
CCCCCNC(=O)c1cc2c(=O)n3ccccc3nc2n1C	u	u	-3%
Cc1ccccc1Nc1c(-c2ccccn2)nc2ccccn12	8.2µM*	9.2µM*	8%
CCc1cc2c(SCC(=O)c3ccccc3)ncnc2s1	0%	-4%	0%
Cc1ccc(Nc2nc(CSc3nnnn3C)cs2)cc1	u	-20%	4%

Next part
SMILES	DT40 TDP1 no CPT	TDP1 cell CPT	TDP1 inh
Cc1ccc([N+](=O)[O-])cc1NC(=O)CSc1nnc(C)n1CC1CCCO1 (centres undefined)	-3%	1%	x
O=C(CSc1nc2ccccc2s1)N/N=C/c1ccccc1C(=O)O	-2%	-2%	4%
CCOC(=O)c1ccc(-c2ccc(/C=C(\C#N)C(=O)NCc3cccs3)o2)cc1	18µM*	23µM*	3%
CC(/C=C/c1ccco1)=N\NC(=O)C(O)c1ccccc1 (centres undefined)	-15%	-2%	5%
CNC(=O)c1ccsc1NC(=O)C1CCN(S(=O)(=O)c2ccc(Cl)s2)CC1	u	16µM*	0%
COc1ccc(-c2cn3cccnc3n2)cc1NC(=O)Nc1ccc(Cl)cc1	16µM*	u	3%
Cc1ccc2oc(C(=O)N3CCC(c4nc5ccccc5s4)CC3)c(C)c2c1	-28%	u	-3%
N#CC1(NC(=O)CN2C(=O)c3ccc([N+](=O)[O-])cc3C2=O)CCCCC1	-2%	-3%	x
CS(=O)(=O)c1ccccc1-c1nnc(NC(=O)c2cccc(N3C(=O)CCC3=O)c2)o1	-25%	-8%	6%
C/C(=N\NC(=O)Cn1nc(C)c([N+](=O)[O-])c1C)c1ccco1	-7%	3%	0%
Cc1ccc(Cn2nnc3c(=O)n(CC(=O)N4CCN(c5ccccc5)CC4)cnc32)cc1	u	21µM*	7%
CC(=O)c1c(CSc2ccccc2)oc2ccc(O)c(CN(C)C)c12	u	23µM*	x
C(=Nc1cnc2ccccc2c1)c1cccnc1	5%	17%	x
COCCCNCCCCOc1ccc(Br)cc1C	23µM*	u	5%
CCOC(=O)C1(C)NC(c2cc(OC)c(OC)c(OC)c2)C2C(=O)N(CC)C(=O)C21 (centres undefined)	-3%	12%	3%
CC1(C)C(=O)Nc2ccccc2N1C(=O)COC(=O)Cc1ccccc1F	-19%	u	-16%
COc1ccccc1C(=O)NCC(=O)NC(C)c1ccc(-n2ccnc2)cc1 (centres undefined)	-13%	-4%	8%
CCCN(CCC)C(=O)Cn1c(=O)n(-c2ccc(C)c(C)c2)c(=O)c2c3c(sc21)CCCCC3	-5%	-14%	5%
CCc1ccc(-c2cc(C(=O)Nc3ccc(S(=O)(=O)NC(C)=O)cc3)c3ccccc3n2)cc1	u	u	0%
Cc1ccc(N(CC(=O)NCC2CCCO2)C(=O)CCC(=O)Nc2cc(C)on2)cc1 (centres undefined)	-15%	2%	3%
COc1ccc(NC(=O)CC2C(=O)N(c3ccccc3)C(=O)N2Cc2cccnc2)cc1 (centres undefined)	-21%	-8%	8%
CC(C)=CCC/C(C)=C/COc1ccc2ccc(=O)oc2c1	u	u	-5%&0%
CCOC(=O)N1CCN(C(=O)CN(c2cccc(Cl)c2)S(=O)(=O)c2ccccc2)CC1	u	-6%	x
COc1c([N+](=O)[O-])cc(C(=O)NNC(=O)c2ccc(C)cc2)cc1[N+](=O)[O-]	9%	0%	x
O=C(CN1C(=O)c2ccccc2S1(=O)=O)NCCSc1ccccc1	-3%	4%	6%
(next part)
SMILES	DT40 TDP1 no CPT	TDP1 cell CPT	TDP1 inh
O=C(Cc1ccccc1[N+](=O)[O-])NCC(O)c1ccc2c(c1)OCO2 (centres undefined)	-12%	-4%	x
CCN(CC)C(=O)c1[nH]cnc1C(=O)N[C@@H](CCCCNC(=O)OC(C)(C)C)C(=O)OC(C)(C)C	u	-3%	4%
Cc1onc(-c2ccccc2)c1C(=O)OCC(=O)N1CCCCC1	u	-24%	x
COC(=O)[C@@]1(Cc2ccc(OC)cc2)[C@H]2c3cc(C(=O)N4CCCC4)n(Cc4ccc(OC(F)(F)F)cc4)c3C[C@H]2CN1C(=O)c1ccccc1	18µM*	16µM*	20%
S=c1[nH]c2ccccc2s1	u	u	9%&15%&18%
COc1ccc(/C(N)=N/OC(=O)c2ccc([N+](=O)[O-])c(C)c2)cc1OC	-21%	-16%	3%
Nc1nc2c(F)cccc2s1	2%	-3%	0%
Cc1ccc(NC(=O)CN(C)CCOc2ccccc2)c([N+](=O)[O-])c1	-16%	u	-8%[0.0935 µM]
CCOCCCNS(=O)(=O)c1ccc(-n2cnnn2)c(OC)c1	-18%	-26%	-2%
Cc1ccc(CN2CCC2(C)C(=O)NC2CCc3ccccc32)cc1 (centres undefined)	23µM*	u	x
Cc1nnc(SCC(=O)c2c(N)n(C3CC3)c(=O)[nH]c2=O)n1C	-2%	7%	0%
CC1=C(C(=O)N(C)C)CC(CC(=O)NCCc2ccccn2)C(=O)N1Cc1ccc(C(C)(C)C)cc1 (centres undefined)	-27%	u	x
COc1ccc(S(=O)(=O)N2CCN(C(=O)C3COc4ccccc4O3)CC2)cc1 (centres undefined)	u	u	3.5µM*
CCCCn1c(=O)[nH]c(=O)c2c1ncn2Cc1ccco1	-6%	3%	1%
CCCC(=O)Nc1nc2c(c(=O)[nH]1)CCCC2	u	u	2%
O=c1c2ccccc2n(CC(O)CN2CCCCC2)c2ccccc12 (centres undefined)	-19%	1%	-1%
Cc1ccc(C)c(Cn2c(-c3cccs3)nc3ccccc32)c1	u	u	0%
C=C1C=C(C)n2ncc(C(=O)NCCCCCC)c2N1	u	-2%	x
O=C(COc1ccc(Br)cc1F)N1CCN(c2ncccn2)CC1	u	4%	0%
CSc1cccc(N/C(=N/S(=O)(=O)c2ccccc2)NN)c1	-16%	3%	x
Cc1ccc(NC(=O)c2ccco2)cc1NC(=O)CSc1nnc(-c2cccs2)n1C	-21%	-25%	3%
CCCCN(C)C(=O)c1ccc(Nc2nc(C(N)CCc3ccccc3)cs2)nc1 (centres undefined)	21µM*	15µM*	x
CC(=O)Oc1ccc2cc(-c3nc4c(s3)CCc3ccccc3-4)c(=O)oc2c1	u	u	-5%
Cc1ccccc1CNC(=O)C(=O)NCC(c1ccc2c(c1)OCO2)N1CCOCC1 (centres undefined)	-13%	2%	5%
C[C@@H]1CCCCO[C@H](CN(C)Cc2ccc(C(=O)O)cc2)[C@@H](C)CN([C@H](C)CO)C(=O)c2cc(NC(=O)CCC(F)(F)F)ccc2O1	-28%	-12%	x
(next part)
SMILES	DT40 TDP1 no CPT	TDP1 cell CPT	TDP1 inh
O=C(NC(=S)Nc1cccnc1Cl)c1ccco1	-10%	-20%	0%
CC1CCN(c2nc3c(S(=O)(=O)c4cccc(Cl)c4)nnn3c3ccsc23)CC1	23µM*	u	3%
O=C(CN1CCOCC1)Nc1ccccc1NC(=O)C1CCN(c2ncccn2)CC1	5%	6%	-1%
COC(=O)c1sc(-c2cccs2)cc1NC(=O)/C=C/C(=O)O	15µM*	u	0%
CCC(C)NC(=O)C1CCN(S(=O)(=O)c2ccc3[nH]c(=O)ccc3c2)CC1 (centres undefined)	-4%	14%	x
CC(=O)Nc1ccc(/C=C/C(=O)c2ccc(-n3nncc3-c3ccccc3)cc2)cc1	10µM*	5.6µM*	4%
C=CCOc1ccccc1CN1CCC(CO)(CCOc2ccccc2)CC1	18µM*	u	3%
Cc1ccc2oc(-c3ccc(Cl)c(NC(=O)c4ccc(-c5ccccc5[N+](=O)[O-])o4)c3)nc2c1	-19%	-13%	-2%
CCOC(=O)c1oc2c(C)c(O)ccc2c(=O)c1-c1nncn1-c1ccccc1	29%	-3%	9%
Cc1nn(-c2ccccc2)c2c1C1(C(=O)N(C)c3ccccc31)N(c1ccccc1)C(=O)N2 (centres undefined)	-27%	-29%	3%
Cc1cc(C(=O)Nc2c(C)nn(Cc3ccccc3Cl)c2C)no1	-12%	-27%	0%
COc1ccc(C2=NN(C(=O)c3ccccc3)C(c3ccc(OC)c(OC)c3)C2)cc1OC (centres undefined)	4%	-26%	x
CC(C)C[C@H]1CNC(=S)N1C[C@H]1CCCN1C[C@H](Cc1ccccc1)N1C[C@H](CC(C)C)N(CCc2ccccc2)C1=S	16µM*	13µM*	x
O=C(Cc1ccccc1)Nc1ccnn1C1CCN(Cc2nccs2)CC1	36%[activator]	0%	2%
Cc1ccc2nc(SCC(=O)NCc3ccc(F)cc3)[nH]c2c1	-5%	u	x
O=C(Nc1cc(S(=O)(=O)N2CCCCC2)ccc1N1CCOCC1)c1ccc(F)cc1	-26%	u	5%
O=C(CCCOc1ccccc1)Nc1ccc2c(c1)OCCO2	-14%	16%	2%
OCCN1CCN(Cc2nc(-c3cccc(Cl)c3)no2)CC1	-14%	-22%	x
